Phagocytosis inh – macrophage phagocytosis inhibition. J774A.1 macrophage IgG-bead phagocytosis, imaging. inhibition, % at 5 µM. 0.07% of 110,000 active;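 active = inhibition above the mean of the plate negative controls plus 5 SD, cut at about 13% in these data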;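 note: phagocytic index as fraction of beads internalized from green versus red external bead signal; plate controls were DMSO negative control for no effect and cytochalasin-D positive control for full effect; some results beyond the cut were filed as inactive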
GALR2 blocker – antagonists of human galanin receptor 2 (GALR2) | AID 828 | O43603 | 0.39% of 140,000 active | GALR2-expressing cells, antagonist mode | inhibition, % at 4 µM; in the data active = inhibition above about 27%;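 note: cells stimulated with galanin 1-16 at roughly its EC80; 0% = agonist challenge control and 100% = basal control without agonist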
Target sequence (O43603 whole entry, looked up): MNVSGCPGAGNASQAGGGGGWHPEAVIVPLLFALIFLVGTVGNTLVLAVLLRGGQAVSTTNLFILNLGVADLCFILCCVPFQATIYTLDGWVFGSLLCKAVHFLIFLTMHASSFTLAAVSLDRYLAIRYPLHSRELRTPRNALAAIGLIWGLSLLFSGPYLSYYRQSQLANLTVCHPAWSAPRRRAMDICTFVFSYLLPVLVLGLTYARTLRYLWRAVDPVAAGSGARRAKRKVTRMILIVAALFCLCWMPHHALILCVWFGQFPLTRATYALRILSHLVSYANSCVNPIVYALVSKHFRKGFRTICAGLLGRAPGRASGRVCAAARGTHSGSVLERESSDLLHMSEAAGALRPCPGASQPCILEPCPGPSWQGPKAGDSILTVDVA
BB579 growth dn – yeast BB579 growth reduction in restrictive medium. S. cerevisiae BB579 growth, OD615, 48 h. inhibition, % at 10 µM. 0.51% of 140,000 active;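 active = inhibition above a set limit, 3 SD over the mean compound inhibition, cut at about 44% in these data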; note: inactives centre near -24
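Assay system: S. cerevisiae DeaD strain BB579 yeast. Medium: CSMM-D restrictive synthetic medium containing dextrose (glucose). Times: 4 h cell preincubation, 48 h compound exposure, 30 °C humidified. Signal: OD615 turbidity measurement. Benchmarks: positive control amphotericin B 10 µg/mL.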
MRP1 act – activates MRP-1; H69AR cells + doxorubicin, viability rescue, CellTiter-Glo; viability increase, % at 10 µM; 0.61% of 140,000 active;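 active = viability gain under doxorubicin at or above a set limit, the compound median plus 3 SD, cut at about 4.7% in these data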;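 note: MRP-1 overexpressing cells given doxorubicin 25 µM after compound pretreatment; 18-22 h compound pretreatment then 72 h with doxorubicin before readout; 0% = doxorubicin-only wells and 100% = vehicle-treated cells without doxorubicin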
bCat KO growth – beta-catenin-lacking colon tumor cell growth suppression. viability, % at 10 µM. AID 818. 1.5% of 140,000 active. HCT116 beta-catenin knockout viability, CellTiter-Glo, 60 h; active compounds read low;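 active = viability at or under a set limit, the compound median less 4 SD, cut at about 6% in these data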;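 note: 0% = Hyamine 1622 control at 20 µM and 100% = untreated cell control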
NPY-Y2 antag – antagonists of human neuropeptide Y receptor Y2; P49146; NPY-Y2 expressing cells, antagonist mode; inhibition, % at 2.7 µM; 0.99% of 140,000 active; AID 793; in the data active = inhibition above about 17%;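 note: 0% = vehicle with agonist challenge and 100% = reference antagonist with challenge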
Target sequence (P49146 whole entry, looked up): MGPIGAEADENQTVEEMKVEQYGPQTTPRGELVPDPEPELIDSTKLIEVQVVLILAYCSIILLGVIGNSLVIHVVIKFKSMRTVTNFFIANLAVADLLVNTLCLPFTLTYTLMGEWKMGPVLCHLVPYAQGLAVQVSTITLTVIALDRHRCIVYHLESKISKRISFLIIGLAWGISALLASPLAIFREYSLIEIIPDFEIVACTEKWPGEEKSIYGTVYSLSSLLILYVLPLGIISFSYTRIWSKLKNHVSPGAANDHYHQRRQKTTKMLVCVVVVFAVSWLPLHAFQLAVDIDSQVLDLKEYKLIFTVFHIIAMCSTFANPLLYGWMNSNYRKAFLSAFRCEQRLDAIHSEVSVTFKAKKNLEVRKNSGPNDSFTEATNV
Yeast lifespan up – extends the lifespan of yeast | 0.68% of 130,000 active | S. cerevisiae growth with nicotinamide, OD615; deaD strain in restrictive glucose medium | AID 775 | inhibition of the nicotinamide effect, % at 10 µM;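 active = inhibition above a set limit, placed 3 SD over the median of all compounds, cut at about 26% in these data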;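 note: 0% = nicotinamide-treated wells and 100% = cells grown without nicotinamide; some compounds called inactive have numbers as strong as hits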
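Measured by: optical density (absorbance) at 615 nm; System: modified budding yeast, DeaD strain; Medium: restrictive CSMM-D dextrose medium; Timing: 4 h preincubation then 48 h treatment at 30 °C.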
Measles CPE – protection of cells from measles virus; protection (pct of control), % at 4 µM; AID 841; 1.5% of 140,000 active; Measles virus-infected cells, CPE protection, absorbance; in the data active = protection mostly above about 24%, no sharp cut-off; inactive = mostly below about 26%; note: some compounds called inactive have numbers as strong as hits
HCT116 PTEN-null – suppresses growth of cells with PTEN deletion. HCT116 PTEN-null viability, CellTiter-Glo, 60 h; active compounds read low. AID 827. viability, % at 10 µM. 1.2% of 140,000 active;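 active = viability at or below a set limit, 4 SD under the median of all tested compounds, cut at about 3.7% in these data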;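 note: PTEN knockout HCT116 line with beta catenin targeted HCT116 as companion control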
E-sel TNF inh – blocks E-selectin expression induced by TNF alpha; HUVEC TNFa-induced E-selectin immunofluorescence, high content; inhibition, % at 2 µM; 0.71% of 120,000 active;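 active = inhibition above the batch mean plus 3 SD, and confirmed as a hit on visual image review, cut at about 43% in these data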;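 note: 0% = TNF-stimulated DMSO wells and 100% = unstimulated control wells; not every result past the cut was called active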
* = called active by the depositor; / = no result given. Hits appear at their usual frequency (roughly 6.1% active in at least one column).

compound,Phagocytosis inh,GALR2 blocker,BB579 growth dn,MRP1 act,bCat KO growth,NPY-Y2 antag,Yeast lifespan up,Measles CPE,HCT116 PTEN-null,E-sel TNF inh
CCCn1c(SCC(=O)NCc2cccs2)nc2c1c(=O)n(C)c(=O)n2C,0,-8,0,-1.4,98,2,-14,10,99,-12
CCC(=O)N1CCc2cc(S(=O)(=O)NCCN3CCC(C)CC3)ccc21,0,-11,-23,-0.9,86,9,-19,30,95,0
COC(=O)CSC1=NS(=O)(=O)c2ccccc21,1,24,-59,0.2,103,1,-2,2,99,6
CC(C)(C)N(NC(=O)Nc1ccccc1)C(=O)c1ccccc1,-5,9,-23,0.1,100,1,3,6,105,/
Cc1ccc2c(c1)N(CCCC(=O)NCCC1=CCCCC1)C(=O)CO2,-2,-8,-7,-0.1,99,1,-11,5,100,-41
Cc1nnc2sc(-c3ccncc3)nn12,0,-3,-23,17*,87,6,-6,21,96,-3
O=C(NCC1CCCCC1)c1ccco1,0,0,1,-1.2,93,1,-6,17,95,9
CC(C)NC(=O)CCCC(=O)NC(C)C,-2,-1,-32,-1.0,99,2,5,15,99,-9
C=CCn1c(N)c(C(=O)NC2CCCCC2)sc1=S,1,-6,-26,2.4,102,3,-8,13,98,12
COc1ccccc1/C=C/C(=O)OCC(=O)c1c(N)n(C)c(=O)n(C)c1=O,-2,-3,-43,-1.1,97,2,-2,11,93,-11
Cc1[nH]c(=S)c(C#N)c(C)c1C(=O)Nc1ccccc1,-1,8,8,-1.8,78,2,-8,4,94,7
O=S(=O)(NCC1CCCO1)c1ccc(Cl)c(C(F)(F)F)c1 (stereo not given),-1,-5,5,-2.0,88,2,-5,6,87,-18
O=C(O)CSc1c[nH]c2ccccc12,/,14,-43,-0.9,85,10,-13,17,96,-5
Cc1c(Cl)cccc1-n1c(SCC(=O)N(C)Cc2ccccc2)nnc1-c1ccncc1,-2,4,-47,-3.9,89,3,-4,24,83,16
C=CCNC(=O)CCCOc1ccc(C)cc1,0,-7,-63,-0.8,88,7,-11,34,93,3
COC(=O)c1sc2ncccc2c1OCc1ccc(Cl)cc1,5,-15,-23,-4.0,73,1,-14,5,90,19
CCc1ccc(N2CC(C(=O)N/N=C/c3cccc([N+](=O)[O-])c3)CC2=O)cc1 (stereo not given),/,-7,-14,-1.0,83,0,-6,9,94,-6
S=c1[nH]nc(-c2ccccn2)n1/N=C/c1cccc2ccccc12,-3,2,-24,-1.1,97,3,-4,2,108,/
Cc1[nH]n(C(N)=S)c(=O)c1C(c1ccccc1)C(C#N)C#N (stereo not given),/,16,-41,-1.0,92,8,18,12,96,8
CCS(=O)(=O)NC(C)C(c1cccs1)N1CCN(C)CC1 (stereo not given),1,-2,-25,-1.2,92,-1,-6,5,94,/
Cc1sc2nc(C3CC3)nc(SCC(=O)NCc3ccco3)c2c1C,-1,-5,-74,-1.8,100,7,-7,5,100,-40
C=CCNC(=S)NNC(=O)CCC(O)CCCCC (stereo not given),-1,2,-57,-1.3,82,5,-7,2,64,-53
COC(=O)c1ccc(-c2nc3ccc(C)cc3o2)cc1,3,0,-24,-3.8,11,1,-19,2,10,-8
C=CCn1c(SCc2ccc(C#N)cc2)nnc1-c1ccc(C)cc1,-4,-9,-45,-3.4,71,7,-8,6,82,-8
O=S(=O)(c1cnc[nH]1)N1CCCCCC1,-2,1,-5,-1.4,100,1,-1,13,95,-44
CCOC(=O)C1CCCN(C(=O)c2cnn3c(C(F)(F)F)cc(-c4ccccc4)nc23)C1 (stereo not given),-1,-13,-14,-1.6,83,19*,-18,29,92,/
COc1ccc(/C=C/c2cc(-c3ccc(C)cc3)o[n+]2C)cc1,/,-1,6,-5.8,1.2*,2,-16,2,1.5*,-19
C=CCn1c(Cc2ccc(OC)cc2)nnc1SCC(N)=O,-2,-1,-40,-1.1,93,3,-3,33,93,-22
CCOC(=O)/C=C1\NC(=O)CS1,-1,10,-34,-1.9,82,-1,-9,6,85,6
COc1cc(C(=O)N/N=C(\c2ccccc2)c2ccccn2)cc(OC)c1OC,-4,7,-7,-3.0,4.8*,0,-5,1,3.8*,/

Single records, as listed above. Order of values: Phagocytosis inh	GALR2 blocker	BB579 growth dn	MRP1 act	bCat KO growth	NPY-Y2 antag	Yeast lifespan up	Measles CPE	HCT116 PTEN-null	E-sel TNF inh
`COC(=O)c1ccc(-c2nc3ccc(C)cc3o2)cc1` is listed with 3	0	-24	-3.8	11	1	-19	2	10	-8
`Cc1sc2nc(C3CC3)nc(SCC(=O)NCc3ccco3)c2c1C` is listed with -1	-5	-74	-1.8	100	7	-7	5	100	-40

(continued)
compound,Phagocytosis inh,GALR2 blocker,BB579 growth dn,MRP1 act,bCat KO growth,NPY-Y2 antag,Yeast lifespan up,Measles CPE,HCT116 PTEN-null,E-sel TNF inh
Cn1c(COc2ccc(Cl)cc2)nnc1SCC(=O)Nc1ccc2c(c1)CCC2,-2,-1,-12,3.6,83,2,2,10,95,/
COc1ccccc1OCC(O)CN1C(=O)NC(C)(C)C1=O (stereo not given),0,/,-42,-1.4,91,/,2,4,100,/
Cc1ccc(Nc2nc(N)nc(CSc3nnc(-c4ccncc4)o3)n2)cc1,0,-4,-63,0.1,89,-2,-12,38,91,-19
CN(C)C(=O)NC(O)C(Cl)Cl (stereo not given),2,4,-21,-3.4,91,3,-5,13,87,-6
CCS(=O)(=O)N1CCC(C(=O)NC2CCCCCCC2)CC1,-1,6,-34,-0.5,94,1,-4,16,88,18
Cn1c(=O)oc2cc(S(=O)(=O)N3CCCC(C(=O)NCc4cccs4)C3)ccc21 (stereo not given),1,6,-48,-1.4,93,1,2,24,95,9
CCOC(=O)NC(Nc1sc2c(c1C(=O)OC)CCN(C)C2)(C(F)(F)F)C(F)(F)F,0,-4,-15,-1.5,79,2,-7,7,84,/
Nc1[nH]c(=O)ncc1F,/,-2,74*,-0.6,91,3,2,22,99,/
NC(=O)c1cnccn1,/,-10,-7,-1.8,100,-1,2,15,104,/
CC(=O)Oc1ccc2oc(/C=C/N(C)C)c([N+](=O)[O-])c2c1,0,-7,-50,-1.5,92,1,-12,11,94,7
CCOc1cccc(-c2nnc3sc(COc4ccc(C)cc4)nn23)c1,0,5,-32,-0.5,108,15,6,3,94,-20
CC(=O)NC(CCS(C)(=O)=O)C(=O)Nc1nccs1 (stereo not given),2,3,-41,-0.2,104,0,-12,9,111,/
CCCCn1nnc(NC(=O)c2cc3ccccc3o2)n1,-1,-18,-3,2.1,108,1,-9,31,106,-52
Cc1ccnn1CC(=O)N/N=C/c1cccs1,0,4,-5,-0.8,99,0,1,6,102,20
COc1ccc(C2NC(=O)NC(O)(C(F)(F)F)C2C(=O)c2ccccc2)cc1OC (stereo not given),0,4,-14,-0.1,106,0,-9,15,113,-8
CS(=O)(=O)N1N=C(c2ccc(Cl)cc2)CC1c1cccs1 (stereo not given),-1,1,-67,-0.5,80,2,-9,12,88,-3
CC(C)[C@H](NC(N)=O)C(=O)Nc1ccc2c(c1)CCC2,0,-8,-50,0.7,93,1,8,2,106,37
CN(C)c1ccnc(-n2cccc2/C=N/OCc2cccc(F)c2)c1C#N,0,5,-21,0.9,93,2,0,8,94,-1
CSc1ccc(/C=N\NC(=O)CNc2ccc(C)cc2)cc1,/,-7,-45,0.9,92,9,-9,15,91,-34
Cc1cccc(NC(=O)C2CCCC2)c1,/,-1,-55,-1.4,88,6,/,13,105,-13
COc1ccc(Cn2nnnc2C(c2cc3ccc(OC)cc3[nH]c2=O)N2CCCCCC2)cc1 (stereo not given),-1,-6,-35,-4.1,96,2,-5,4,101,-30
COC(=O)c1sccc1NC(=O)CN(C)NS(=O)(=O)c1ccc([N+](=O)[O-])cc1,/,-2,-30,-3.5,103,5,-16,10,103,17
COC(=O)c1ccc(Oc2c(C(F)(F)F)oc3c(CN4CCN(C)CC4)c(O)ccc3c2=O)cc1,/,-3,-16,-1.4,88,-2,-8,6,96,-13
O=C(CCCC(=O)N(CC(=O)NC1CCCC1)Cc1ccccc1)Nc1ccccn1,2,5,-54,-3.0,94,3,5,3,101,9
CCn1c(-c2ccccc2Cl)nn(CC(=O)Nc2cc(Cl)ccc2Cl)c1=S,/,1,-28,-1.9,83,4,-5,3,91,9
O=C(CN1CCN(c2ccccc2O)CC1)NC(=O)NCc1ccco1,/,2,-37,-0.4,89,-1,3,12,89,-27
CCOC(=O)c1c(NC(=O)CN2C(=O)NC3(CCCCCC3)C2=O)sc(C)c1-c1ccc(C)cc1,1,-5,-29,-1.8,52,5,4,5,63,2
Cc1cc(C(=O)CSc2nn3c(=O)c(C(C)(C)C)nnc3s2)c(C)n1-c1ccc(F)cc1,-2,6,4,-4.5,87,0,-7,5,85,6
Cc1ccc(NC(=O)c2ccc(Cn3cc([N+](=O)[O-])cn3)cc2)c(C)c1,-6,1,-28,0.3,87,3,-4,10,85,/
CCC(C(=O)Nc1cccc(C(F)(F)F)c1)c1ccccc1 (stereo not given),/,-4,-42,-1.4,72,7,-9,3,59,-38
CCOC(=O)c1cc(NC(=O)c2ccc(C)cc2)c(=O)oc1-c1ccccc1,/,-1,-44,-1.3,88,1,-3,5,90,45
CC1CN(C(=O)CSc2nnc3c(Cl)cc(Cl)cn23)CC(C)O1 (stereo not given),0,-10,-18,-1.0,86,-1,-6,5,104,-5
CCOCCCNC(=O)C(NC(=O)c1ccc(=O)[nH]c1)c1ccc(C)cc1 (stereo not given),/,6,-3,-1.8,100,1,-8,6,103,-5
N#CC(C(=O)NC1CC1)c1nc2ccccc2nc1N1CCCC1 (stereo not given),-1,-9,-7,-0.8,86,-2,-24,11,94,-3
CCN1CCN(CC(O)COC(C)C)CC1 (stereo not given),/,-5,-12,-1.5,87,1,-4,4,93,-12
COc1ccc(C2C(C#N)=C(N)N(c3ccccc3)C3=C2C(=O)CCC3)cc1Cn1cc([N+](=O)[O-])cn1 (stereo not given),-1,0,-41,-3.5,53,5,-3,7,38,-48
C=CCN1C(=O)CSc2ccc(C(=O)NCc3ccco3)cc21,-5,-6,-28,-3.1,98,0,-6,5,92,-8
O=C(COC(=O)c1ccccc1-c1nc2ccccc2s1)Nc1ccccc1C(F)(F)F,-2,6,-9,-2.2,84,11,9,7,82,/
NC(=O)c1sc2nc(N3CCOCC3)c3c(c2c1N)CCCC3,-1,-6,-88,-1.5,107,4,-11,15,109,9
O=c1[nH]c2cccnc2n1Cc1ccco1,3,-12,-2,-0.9,96,-2,-12,/,88,5
CCOc1ccccc1C(C(=O)NC1CCCC1)N(Cc1ccco1)C(=O)CNC(=O)c1ccco1 (stereo not given),/,6,-7,-1.2,87,6,/,15,92,-5
CCCC[n+]1ccn(C2=C([O-])c3ccccc3C(=O)/C2=N\S(=O)(=O)c2ccc(Br)cc2)c1,4,11,-33,-3.4,37,2,13,3,48,-9
CC1=C(CC(=O)c2ccccc2)C(=O)c2ccccc2C1=O,/,11,-2,-4.7,2.2*,5,-3,4,2.0*,22
